High-throughput results from PubChem.
JMJD2E inh: qHTS Assay for Inhibitors of Human Jumonji Domain Containing 2E (JMJD2E); Lysine-specific demethylase 4E (Homo sapiens), B2RXH2; 230,000 tested, 1.6% active; Potency, µM (doses to about 57.1 µM), for the others: at the highest dose activity change, negative = inhibition, actives largely listed as inhibitors; JMJD2E catalytic domain, FDH-coupled NADH fluorescence (FDH is formaldehyde dehydrogenase); active = well fitted inhibition curve with a large enough effect, not every such curve was filed as active; inconclusive = small, poorly fitted or top-dose-only effect, or another doubt; inactive = no such curve, though single readings can be large or run the other way;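 note: 0% = wells with enzyme and -100% = buffer wells without enzyme; nearly all actives have a fitted effect of over 50% in size; many of its hits are not listed in these tables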
Target sequence (B2RXH2 1-337 limits assumed): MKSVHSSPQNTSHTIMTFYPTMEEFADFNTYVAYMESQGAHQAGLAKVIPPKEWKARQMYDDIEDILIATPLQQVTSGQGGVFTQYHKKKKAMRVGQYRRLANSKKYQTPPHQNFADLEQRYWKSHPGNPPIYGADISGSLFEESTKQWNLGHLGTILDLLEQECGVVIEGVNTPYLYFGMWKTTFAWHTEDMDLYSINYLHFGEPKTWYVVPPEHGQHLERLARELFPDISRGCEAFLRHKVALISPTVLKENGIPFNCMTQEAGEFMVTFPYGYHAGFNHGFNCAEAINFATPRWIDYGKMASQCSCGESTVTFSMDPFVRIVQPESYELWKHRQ
Tau fibril ThT: qHTS for Inhibitors of Tau Fibril Formation, Thioflavin T Binding; Microtubule-associated protein tau (Homo sapiens), P10636; recombinant tau K18 P301L (four-repeat tau fragment), heparin-induced fibrillization, ThT fluorescence; Potency, µM (highest dose often 57.4 µM), inactives show at the top dose activity, negative = inhibition, actives largely listed as inhibitors; 270,000 tested, 2.1% active; AID 1460, 2008; note: % is set by controls: 0 for no effect and ±100 for the full control effect; nearly all actives have a fitted effect of over 55% in size
Target sequence (P10636 561-689 P618L limits assumed): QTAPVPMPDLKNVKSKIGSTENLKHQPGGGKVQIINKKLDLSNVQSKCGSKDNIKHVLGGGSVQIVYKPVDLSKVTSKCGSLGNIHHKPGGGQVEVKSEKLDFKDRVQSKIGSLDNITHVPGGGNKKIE
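In this qHTS, human K18 P301L tau is incubated with compound and heparin for 6 hr at 37 C, and Thioflavin T fluorescence then reports fibril load.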
ALDH1A1 inh: qHTS Assay for Inhibitors of Aldehyde Dehydrogenase 1 (ALDH1A1). Aldehyde dehydrogenase 1A1 (Homo sapiens), P00352. Purified ALDH1A1, NADH fluorescence, propionaldehyde substrate. Potency, µM (titrated, usually from 75.3 µM), inactives show top-dose activity, negative = inhibition, hits mostly inhibitors. 220,000 tested, 7.3% active. AID 1030, 2008; active = well fitted inhibition curve with a large enough effect, not every such curve was filed as active; inconclusive = small, poorly fitted or top-dose-only effect, or another doubt; inactive = no such curve, though single readings can be large or run the other way;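 note: plate controls were no enzyme wells and a reference inhibitor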
Target sequence (P00352 whole entry, looked up): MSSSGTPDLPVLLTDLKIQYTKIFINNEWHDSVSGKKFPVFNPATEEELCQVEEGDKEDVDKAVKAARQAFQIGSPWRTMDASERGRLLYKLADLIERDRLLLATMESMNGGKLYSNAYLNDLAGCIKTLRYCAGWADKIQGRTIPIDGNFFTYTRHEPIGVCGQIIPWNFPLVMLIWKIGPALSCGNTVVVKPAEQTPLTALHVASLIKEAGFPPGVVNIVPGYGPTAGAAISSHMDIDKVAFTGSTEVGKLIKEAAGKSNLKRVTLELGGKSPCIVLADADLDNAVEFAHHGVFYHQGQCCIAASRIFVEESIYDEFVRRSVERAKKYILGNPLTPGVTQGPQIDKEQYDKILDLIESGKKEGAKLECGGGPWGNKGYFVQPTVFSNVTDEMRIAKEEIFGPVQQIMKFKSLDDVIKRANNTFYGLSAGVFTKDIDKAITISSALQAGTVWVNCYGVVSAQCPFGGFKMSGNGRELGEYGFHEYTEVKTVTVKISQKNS
SMN2 splice enh: qHTS Assay for Enhancers of SMN2 Splice Variant Expression | HEK293 SMN2-luciferase splicing reporter, luminescence, 30-36 h | Potency, µM (highest dose often 46.1 µM), inactives show top-dose activity change, positive = activation, actives largely listed as activators | 210,000 tested, 2.8% active; note: % of control where 0% means no effect; nearly all actives have a fitted effect of over 55% in size
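qHTS luciferase splicing reporter: luminescence rises when SMN2 exon 7 is included in transfected HEK293 cells. Compound exposure lasted 30-36 h at 37C, with 4.5 mM final sodium butyrate as control, followed by a ONE-Glo read.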
L3MBTL1 block: qHTS Assay for the Inhibitors of L3MBTL1; 230,000 tested, 0.66% active; AlphaScreen L3MBTL1–H3K9me1 peptide binding; Lethal(3)malignant brain tumor-like protein 1 (Homo sapiens), Q9Y468; AID 485360, 2010; Potency, µM (top dose mostly 57.1 µM), for the others: at the top dose activity, negative = inhibition, actives largely listed as inhibitors; note: % is set by controls: 0 for no effect and ±100 for the full control effect; nearly all actives have a fitted effect of over 60% in size
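Displacement of a biotinylated histone H3(1-15) peptide monomethylated at Lys9 (75 nM) from L3MBTL1 (50 nM) was measured by AlphaScreen after a 30 min room-temperature compound incubation; cefsulodin titration served as intraplate control.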
RECQ1 inh: qHTS Assay for Inhibitors of RecQ-Like Dna Helicase 1 (RECQ1); ATP-dependent DNA helicase Q1 (Homo sapiens), P46063; RECQ1 DNA unwinding, red fluorescence kinetic read; Potency, µM (series often up to 57.3 µM), without a hit: top-dose activity, negative = inhibition, most hits filed as inhibitors; 240,000 tested, 0.54% active; AID 2549, 2010;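 note: plate controls were vehicle for no effect and no enzyme for full effect; nearly all actives have a fitted effect of over 30% in size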
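RECQ1T1 50 nM; forked duplex (20 bp + 30-nt ss tails) 200 nM, ATP 2 mM final; pH 8.0, 2 mM MgCl2, 2.5 ug/ml poly(dI-dC); 15 min compound preincubation; discontinuous kinetic read over 2 h at RT.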
Lamin A splicing: qHTS Assay for Modulators of Lamin A Splicing; HeLa LMNA splicing GFP/RFP minigene ratio, 48 h; 200,000 tested, 0.01% active; Potency, µM (doses to about 46.1 µM), inactives show at the top dose ratio change, negative = inhibition, most hits filed as inhibitors; active = well fitted inhibition curve with a large enough effect in the signal ratio, with a control signal flat, not every such curve was filed as active; inconclusive = small, poorly fitted or top-dose-only effect, or effect the other way, or a change in a side signal; the % refers to the signal ratio; note: % is set by controls: 0 for no effect and ±100 for the full control effect
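S3 HeLa stable clones carrying a lamin A-EGFP splicing minigene plus DsRed2 were seeded at 600 cells/well in Opti-MEM with 2% FBS, pin-dosed and incubated 48 h at 37°C. Acumen cytometry (488 nm) gave the GFP/RFP total-intensity ratio.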
Luc counter: Counterscreen for Luciferase (Kinase-Glo TM) Inhibition. Luciferin 4-monooxygenase (Photuris pensylvanica), Q27757. Kinase-Glo luciferase, ATP luminescence, 8 min. Potency, µM (highest dose often 38.3 µM), inactives show at the top dose activity change, negative = inhibition, hits mostly inhibitors. 200,000 tested, 0.28% active; note: % is set by controls: 0 for no effect and ±100 for the full control effect; nearly all actives have a fitted effect of over 60% in size
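Compounds were added to a substrate mix at pH 7.2 (50 mM imidazole, 10 uM ATP, within the enzyme's linear range), followed by Kinase-Glo detection reagent; luminescence was measured after 8 minutes at ambient temperature.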
An asterisk follows results filed as active; i = inactive; ? = inconclusive; . = not tested or not shown; [ ] = dose if it differs, or a comment. Unless noted, calls come from the whole dose curve; as a rule, active = well fitted curve in the direction sought with a large enough effect; inconclusive = small, poorly fitted or top-dose-only effect, or another doubt; inactive = no such curve, though single readings can be large; an effect the other way counts as inactive or inconclusive. Potency is the fitted concentration of half-maximal effect.

Each structure is followed by: JMJD2E inh | SMN2 splice enh | RECQ1 inh | L3MBTL1 block | ALDH1A1 inh | Tau fibril ThT | Lamin A splicing | Luc counter
O=C(c1cccnc1)N1CCN(c2c(Cl)cccc2[N+](=O)[O-])CC1
 : -7% | -22% | i | 0% | -8% | -9% | 6% | -1%
CCc1ccc(N(CC(=O)NC2CCCC2)S(=O)(=O)c2c(C)noc2C)cc1
 : 7% | -6% | -6% | 2% | -4% | -13% | 3% | -1%
CCCN1CCC(NC(=O)Nc2cc(Cl)ccc2OC)CC1
 : 0% | 14% | -1% | -2% | 11% | 6% | -3%[46 µM] | -2%
CC1CCN(c2ccc(NC(=O)c3ccccc3[N+](=O)[O-])cc2)CC1
 : -1% | 18% | i | -19% | -16% | -20% | ? | -3%
COc1cccc(NC(=O)c2c(C)cc(C)cc2CC(C)(C)C(=O)O)c1
 : -10% | . | 11% | 5% | 7% | -12% | ? | .
Oc1ccccc1N=Cc1ccc[nH]1
 : -16% | ? | -3% | . | -6% | ? | ? | 2%
CCN(CC)c1ccc(/C=c2\sc3nc4ccccc4n3c2=O)c(O)c1
 : ? | -46%[inhibitor] | -23% | 40%[activator] | ? | 17% | . | 1%
CCCCCOc1ccc2oc(=O)c3c(c2c1)CCCN3C(=O)CN1CCCC(C(=O)OCC)C1 (configuration not stated)
 : -16% | -18% | -11% | . | 25µM* | ? | -14% | 4%
CCOc1cc(OCC)cc(C(=O)O)c1
 : -2% | -3% | i | 3% | -6% | -9% | 3% | 2%
Cc1cc(NC(=O)COC(=O)c2ccccc2S(=O)(=O)N(C)c2ccccc2)no1
 : 11% | 6.3µM* | -12% | -1% | 0% | 0% | ? | 2%
CCOC(=O)Nc1cc(C(=O)OC)cc(C(=O)OC)c1
 : ? | 2% | -1% | 1% | 1% | 2% | 3% | -3%
COc1cc(C)c(C(C)C)cc1S(=O)(=O)n1ccnc1
 : -4% | -6% | 0% | -7% | -4% | 5% | -9% | -4%
CCC[N+](CC#CCO)(CC#Cc1ccccc1)CCC
 : -4% | . | 19% | 8% | . | 1% | . | .
CS(=O)(=O)c1ccc2nc(NC(=O)c3ccc(S(=O)(=O)NCC4CCCO4)cc3)sc2c1 (configuration not stated)
 : ? | -9% | i | . | -4% | -3% | . | 1%
COC(=O)c1cc(-c2ccccc2)sc1NC(=O)c1cc(C)on1
 : 4% | -13% | -14% | ? | ? | -5% | -9% | 1%
C=CCn1c(SCC(=O)NC(=O)NCC(C)C)nnc1C1CCCCC1
 : -5% | -10% | -7% | 5% | 7% | -7% | -6% | 2%
O=C(Nc1c2c(nc3ccccc13)CCCC2)c1ccccc1Cl
 : 1% | 0% | -9% | -2% | 6% | 4% | -6% | 0%
CCOC(=O)c1ccc(NC(=O)CCNS(=O)(=O)c2ccc3c(c2)oc(=O)n3C)cc1
 : 1% | -1% | -6% | 7% | 5% | -2% | -7% | 0%
CC(=O)Cc1nsc(Nc2cccc(C)c2)n1
 : -4% | 9% | -10% | -29% | ? | -14% | ? | -4%
O=C(COC(=O)c1ccc(-c2ccccc2)cc1)Nc1ccccc1-c1ccccc1
 : 5% | -5% | -14% | 12% | ? | -13% | -4% | 2%
COc1ccccc1-c1nc2n(n1)C(c1cccs1)C(C(=O)Nc1cccnc1)=C(C)N2 (configuration not stated)
 : -2% | -21% | -1% | -7%[11.4 µM] | 4% | -8% | 13% | 2%
Cn1c(Cc2cccc3ccccc23)nnc1SCc1ccc([N+](=O)[O-])cc1
 : -4% | -14% | 0% | -3% | -15% | ? | -3% | 1%
CC(=O)Oc1ccc2occ(/C=N/c3cc(=O)[nH]c(=S)[nH]3)c(=O)c2c1
 : -24% | . | 12% | . | . | -15% | ? | .
CCCn1c(=O)c2ccccc2n2c(SCCOc3ccc(OC)cc3)nnc12
 : 12% | ? | -2% | -3% | -3% | -9% | ? | 2%
O=C(COc1ccc2ccccc2c1)NNC(=O)c1cccs1
 : 1% | -18% | -8% | 0% | 1% | -3% | -6% | 3%
CCOC(=O)c1nnn(-c2ccc(OC)cc2)c1N
 : 5% | ? | -7% | 5% | 12% | -5% | -11% | -3%
CN(C)c1ccc(/C=N/NC(=O)c2ccc(Cn3cc(Br)cn3)o2)cc1
 : -2% | ? | i | -13% | 18µM* | 13µM* | ? | -1%
CC(=O)[C@H](CC(C)C)NC(=O)[C@@H](CC(C)C)NC(=O)[C@H](CC(C)C)NC(=O)OCc1ccccc1
 : -1% | . | i | . | -1% | -15% | . | 2%
COc1ccc(/C=C/c2nnc(NC(=O)COc3ccc(C)cc3)s2)cc1
 : ? | 5µM* | -1% | -2% | ? | ? | 3% | 8%
COC(=O)c1cn(NC(=O)c2ccc(F)cc2)c(=O)c2ccccc12
 : -1% | -9% | -11% | 0% | 1% | 3% | 17% | -1%

As a short view, part of the list above.
Each structure is followed by: JMJD2E inh | SMN2 splice enh | RECQ1 inh | L3MBTL1 block | ALDH1A1 inh | Tau fibril ThT | Lamin A splicing | Luc counter
Cn1c(Cc2cccc3ccccc23)nnc1SCc1ccc([N+](=O)[O-])cc1
 : -4% | -14% | 0% | -3% | -15% | ? | -3% | 1%
CC(=O)Oc1ccc2occ(/C=N/c3cc(=O)[nH]c(=S)[nH]3)c(=O)c2c1
 : -24% | . | 12% | . | . | -15% | ? | .
CCCn1c(=O)c2ccccc2n2c(SCCOc3ccc(OC)cc3)nnc12
 : 12% | ? | -2% | -3% | -3% | -9% | ? | 2%
O=C(COc1ccc2ccccc2c1)NNC(=O)c1cccs1
 : 1% | -18% | -8% | 0% | 1% | -3% | -6% | 3%
CCOC(=O)c1nnn(-c2ccc(OC)cc2)c1N
 : 5% | ? | -7% | 5% | 12% | -5% | -11% | -3%
CN(C)c1ccc(/C=N/NC(=O)c2ccc(Cn3cc(Br)cn3)o2)cc1
 : -2% | ? | i | -13% | 18µM* | 13µM* | ? | -1%
CC(=O)[C@H](CC(C)C)NC(=O)[C@@H](CC(C)C)NC(=O)[C@H](CC(C)C)NC(=O)OCc1ccccc1
 : -1% | . | i | . | -1% | -15% | . | 2%
COc1ccc(/C=C/c2nnc(NC(=O)COc3ccc(C)cc3)s2)cc1
 : ? | 5µM* | -1% | -2% | ? | ? | 3% | 8%
COC(=O)c1cn(NC(=O)c2ccc(F)cc2)c(=O)c2ccccc12
 : -1% | -9% | -11% | 0% | 1% | 3% | 17% | -1%

(next part)
Each structure is followed by: JMJD2E inh | SMN2 splice enh | RECQ1 inh | L3MBTL1 block | ALDH1A1 inh | Tau fibril ThT | Lamin A splicing | Luc counter
CC1(C)CC(=O)C=C(NC2=CC3OC(c4ccccc4)OCC3OC2=O)C1 (configuration not stated)
 : -7% | -11% | -8% | -1% | 3% | 18µM* | ? | 1%
CC(Cc1ccccc1)NC(=O)CSc1nc2nc3c(cc2c(=O)n1-c1ccccc1)COC(C)(C)C3 (configuration not stated)
 : -4% | -8% | -12% | 9% | 1.6µM* | -3% | -2% | -6%
CC(C)(C)c1cc(C(F)(F)F)nc(SCCCNC(=O)c2ccco2)n1
 : 7% | -37%[inhibitor] | -10% | . | 6% | -24% | ? | -4%
Cc1nc2ccccc2n1CC(=O)NN
 : 30% | 5% | 22% | -2% | 1% | -1% | 17%[46 µM] | 0%
O=C(O)C1CC=CCC1C(=O)N1CCN(c2nc(-c3ccccc3Cl)c3cc(Br)ccc3n2)CC1 (configuration not stated)
 : ? | -23% | 7% | 6% | ? | ? | ? | 7%
CCCN(C(=O)c1ccco1)c1nnc(-c2ccccc2C)s1
 : 10% | . | -6% | 94%[activator] | 8.9µM* | 9% | . | -3%
CCCc1c(O)nc(SCC(=O)O)[nH]c1=O
 : -2% | . | 13% | 17% | 11% | -11% | -18%[46 µM] | 0%
COc1ccc(/C=C2\CCc3ccccc3C2=O)cc1CN1CCOCC1
 : 1% | . | -18% | ? | . | ? | . | .
O=C(NCC1CCCO1)C1CCN(S(=O)(=O)c2ccccc2)CC1 (configuration not stated)
 : -2% | . | -3% | -2% | 2% | -5% | . | 0%
CCOC(=O)N1CCC(N(CCN(C)C)C(=S)Nc2cc(C)ccc2C)CC1
 : -7% | 2% | -7% | 2% | 9% | -7% | -3% | 0%
O=C(NC(N1CCOCC1)C(Cl)(Cl)Cl)c1cc([N+](=O)[O-])cc([N+](=O)[O-])c1 (configuration not stated)
 : -1% | 29% | 0% | . | -2% | -11% | . | -1%
CCC(C)Oc1cccc(C(=O)Nc2ccccc2N2CCOCC2)c1 (configuration not stated)
 : -7% | -11% | -20% | -5% | ? | -15% | -2% | 4%
COc1ccc(NC(=O)c2ccc(S(=O)(=O)N3CCOCC3)o2)cc1
 : -2% | . | -1% | 2% | -5% | 1% | 4%[46 µM] | .
N/C(=N\OC(=O)Cc1ccc(Cl)cc1)c1cccnc1
 : 6% | -19% | -4% | 14% | 7% | -8% | 6% | -2%
COC/C=C/C1=CC2=CC(=O)C(C)(OC(=O)c3cnc4ccccc4n3)C(=O)C2=CN1CCc1c[nH]c2ccccc12 (configuration not stated)
 : -14%[11.4 µM] | -2%[9.22 µM] | i[11.5 µM] | . | -3%[13.5 µM] | ? | -28%[9.22 µM] | -6%[7.66 µM]
CC(=O)Cn1cnc2sc(-c3ccccc3)cc2c1=O
 : ? | 20µM* | i | . | -9% | -19% | -3% | -4%
O=C1CC(c2nc3ccccc3[nH]2)CN1c1cccc(C(F)(F)F)c1 (configuration not stated)
 : 9% | -34%[inhibitor] | -12% | 0% | 1% | -10% | ? | -1%
CC(C)NS(=O)(=O)c1ccc2c3c(cccc13)CC2
 : ? | ? | i | 2% | ? | -3% | ? | 3%

These rows are one share of the data, so the mix of outcomes need not match the whole.
